Compound activity as filed in PubChem.
Hsp70 displacement = Hsp70 inhibitors, probe displacement, primary screen, biochemical, fluorescence polarization (AID 583); Hsp70 fluorescence polarization probe displacement, mP; higher % means a stronger effect; displacement, % at 20 µM; hits with a dose series show IC50 in µM; hit rate 0.06% among 140,000; in the data active = displacement above about 50%;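 note: plate controls were vehicle for no effect and reference ligand for full effect; a part of the inactive calls stands beside numbers as strong as those of hits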
Rat MKP-3 inhibitors = MKP-3 phosphatase inhibitors, primary screen, biochemical, rat enzyme, in vitro (AID 425); recombinant MKP-3 phosphatase activity, fluorescence; higher % means a stronger effect; inhibition, % at 20 µM; hits with a dose series show IC50 in µM; hit rate 0.17% among 110,000; in the data active = inhibition above about 50%;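 note: plate controls were vehicle for no effect and reference inhibitor for full effect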
* = called active by the depositor; . = not tested or not shown; & = joins results of further samples.

SMILES | Hsp70 displacement | Rat MKP-3 inhibitors
COc1cc(C2NC(=S)NC(C)=C2C(=O)Nc2ccc(Cl)cc2)ccc1O (configuration not stated) | 5.5% | 1.6%
CCOC(=O)C(C)c1nc2ccccc2[nH]c1=O (configuration not stated) | -0.8% | -8.6%
COC(=O)c1cc(Br)c(=O)n(CCc2ccccc2)c1 | 1.4% | 2.2%
CN1C(=O)C(=Cc2ccc(-c3cccc(Cl)c3Cl)o2)C(=O)N(C)C1=O | 7.0% | 5.9%
CCN(CC)S(=O)(=O)c1ccc(NC(=O)C(F)(F)F)cc1 | 1.9% | 3.1%
O=C(Nc1ccc(S(=O)(=O)N2CCCc3ccccc32)cc1)C1CCCO1 (configuration not stated) | -4.8% | -5.1%
Cc1ccc(S(=O)(=O)c2nc(N3CCOCC3)sc2Cl)cc1 | 1.4% | 5.7%
COC(=O)c1cccc(NC(=O)/C=C/c2ccccc2)c1 | -1.8% | 3.2%
COc1ccc(NC(=O)c2ccccc2Cl)cc1Cl | -1.5% | -4.3%
CC(C)Oc1cccc(C(=O)O)c1 | 0.9% | -1.9%
CS(=O)(=O)N1CCN(c2nc(-c3ccc(F)cc3)cs2)CC1 | -4.2% | 1.0%
C=CCN=C1/C(=C(/O)CCC)C(=O)CC(C)(C)C1C(=O)OC (configuration not stated) | -4.0% | 3.0%
COc1ccc(NC(=O)NC2CC3CCCC(C2)N3Cc2ccccc2)cc1 (configuration not stated) | -2.0% | .
Cc1ccccc1-n1c(=O)cc(N2CCc3ccccc3C2)[nH]c1=O | 1.9% | 1.6%
Cc1noc(C)c1COC(=O)c1ccccc1Sc1ccccc1C#N | 5.0% | 6.0%
NC(=O)c1c(NC(NC(=O)c2ccco2)(C(F)(F)F)C(F)(F)F)sc2c1CCCC2 | -4.9% | -4.6%
COc1ccc(CCN=CC2=C(O)CC(c3ccccc3)CC2=O)cc1 (configuration not stated) | -5.5% | 3.5%
Nc1ccc(SCCN2C(=O)c3ccccc3C2=O)cc1 | -5.0% | -6.2%
CCCOc1cccc(C2/C(=C(/O)c3ccc(F)cc3)C(=O)C(=O)N2CCN(C)C)c1 (configuration not stated) | 0.2% | -4.2%
Cc1nn2c(N)csc2nc1=O | 17.3% | -6.7%
COC(=O)c1cc(C(=O)OC)n(Cc2ccc(F)cc2)n1 | -1.7% | -3.0%
O=c1c2c(nc3cc(-c4cccs4)[nH]n13)CCC2 | -5.9% | 0.7%
COc1cc(/C=N/NC(=O)COc2ccccc2C)c(Br)c(Br)c1O | -5.9% | 3.1%
Cc1c(C(=O)N2CCN(CCc3ccccc3)CC2)oc2ccccc12 | -0.8% | -0.9%
Cc1ccc(NC(=O)CSc2nnc(CCNC(=O)OC(C)(C)C)o2)c(C)c1 | 1.9% | .
COc1ccc(/C=C2\SC(=S)N(NC(=O)c3cccnc3)C2=O)cc1 | 0.0% | 1.1%
Cc1c(C(=O)Nc2ccc(N(C)C)cc2)cccc1[N+](=O)[O-] | 0.7% | 2.9%
CC(C)(C)c1ccccc1NC(=O)c1cccnc1 | 2.4% | -0.3%
C=CCc1ccccc1OCC(O)CNC(C)C (configuration not stated) | 1.9% | -3.8%
O=C(CSc1ccc2nnc(-c3ccccn3)n2n1)NCc1ccco1 | 6.7% | 1.6%
CCC(c1nnnn1Cc1ccco1)N(CCc1ccccc1)Cc1cc2cc(C)ccc2[nH]c1=O (configuration not stated) | -1.7% | -3.9%
C=C(C)c1cccc(C(C)(C)NC(=O)N2CCCC(C)C2)c1 (configuration not stated) | 3.3% | .
Cc1cc(C)nc(NC(=O)/C=C/c2ccc(Cl)cc2Cl)c1 | 0.2% | 2.4%
CNc1ccccc1-c1nc2ccccc2n(C)c1=O | 8.4% | 13.4%
COc1ccc(CN2CCN(C(=O)c3cccc(Cl)c3)CC2)c(OC)c1OC | 1.7% | 3.6%
C#CC(C)(CC)NC(=O)Cn1nnc(-c2ccc(S(C)(=O)=O)cc2)n1 (configuration not stated) | 2.0% | -2.0%
COc1ccccc1N1CCN(C(=O)C(F)F)CC1 | 7.5% | -1.8%
COc1ccc(NC(=O)CCNS(=O)(=O)c2cccc3nsnc23)cc1OC | 4.6% | .
COc1c(F)c(F)c(C(=O)Nc2ccc(N3CCN(Cc4ccccc4)CC3)cc2)c(F)c1F | 0.3% | .
CC(=O)C(C)Oc1cc(C)cc2oc(=O)c(C)c(C)c12 (configuration not stated) | 2.2% | -3.1%
COc1ccc(C2CC(=O)C3=C(C2)Nc2ccccc2NC3c2cccc(Oc3ccccc3)c2)cc1OC (configuration not stated) | -3.6% | 5.0%
CC1(C)CC(=O)C2=C(C1)NC(=O)CC2c1ccc(N(CCC#N)CCC#N)cc1 (configuration not stated) | 11.1% | 1.2%
CCCc1cc(=O)oc2cc(C)c(CN3CCCC3)c(O)c12 | 2.1% | -16.9%
CCN(C(=O)CN1CCN(c2ccc(OC)cc2)CC1)c1c(N)n(Cc2ccccc2)c(=O)[nH]c1=O | -0.5% | 2.5%
CCc1ccc(N2CC(C(=O)Nc3cccc(C(F)(F)F)c3)CC2=O)cc1 (configuration not stated) | . | -2.4%
Nc1cc(Br)c(N)c(Br)c1 | 6.7% | 1.1%
COCCNC(=O)C(C)N(c1ccc(OC)cc1)S(C)(=O)=O (configuration not stated) | -0.3% | .
Clc1ccccc1-n1ncnc1-c1cccc(Br)c1 | 0.0% | 1.1%
Cc1nnsc1NC(=O)OCC(C)(C)C | -7.6% | .
COC(=O)C1=C(C)NC(=O)NC1c1ccccc1F (configuration not stated) | 0.6% | -0.5%

(more compounds)
SMILES | Hsp70 displacement | Rat MKP-3 inhibitors
Cn1cccc1-c1nc2ccccc2n1Cc1ccccc1 | -1.5% | -7.2%
O=C(NCCc1ccccc1)c1cc(-c2ccco2)on1 | -2.2% | 3.3%
COc1cc(/C=N/N=C2/SC(CC(=O)O)C(=O)N2c2ccc(O)cc2)ccc1O (configuration not stated) | -3.4% | 1.3%
Cc1ccc(-c2noc(CN(C(=O)CCCCCN3C(=O)c4ccccc4C3=O)C(C)C)n2)cc1 | -1.3% | 1.4%
CCC1(C)N(O)C(C)(C)C(c2ccc(F)cc2)=[N+]1[O-] (configuration not stated) | 1.2% | .
O=S(=O)(Cc1cc(Sc2ccccc2)nc(-c2ccccc2)n1)c1ccccc1 | 4.1% | .
c1ccc(CCSc2nc3ccccc3[nH]2)cc1 | -2.4% | 0.0%
CCOC(=O)c1c(NC(=O)C2CCN(S(=O)(=O)c3cccs3)CC2)sc(C)c1C | -2.5% | -7.3%
O=C(Nc1cc(Cl)cc(Cl)c1)c1ccc(CN2CCc3ccccc3C2)cc1 | 3.5% | 10.2%
COC(=O)C1=C(C(=O)OC)SC(=C2C(=S)C(C)(C)N(C(=O)C(F)(F)F)c3ccc(C)cc32)S1 | 9.2% | -0.7%

Entries shown so far containing a CF3 group, in the order listed:
SMILES | Hsp70 displacement | Rat MKP-3 inhibitors
CCN(CC)S(=O)(=O)c1ccc(NC(=O)C(F)(F)F)cc1 | 1.9% | 3.1%
NC(=O)c1c(NC(NC(=O)c2ccco2)(C(F)(F)F)C(F)(F)F)sc2c1CCCC2 | -4.9% | -4.6%
CCc1ccc(N2CC(C(=O)Nc3cccc(C(F)(F)F)c3)CC2=O)cc1 (configuration not stated) | . | -2.4%
COC(=O)C1=C(C(=O)OC)SC(=C2C(=S)C(C)(C)N(C(=O)C(F)(F)F)c3ccc(C)cc32)S1 | 9.2% | -0.7%

The list continues.
SMILES | Hsp70 displacement | Rat MKP-3 inhibitors
FC(F)(F)c1nc(N2CCN(c3ccccc3)CC2)nc2c1CCCCC2 | 1.2% | -4.7%
COc1cc(C(=O)Oc2ccccc2N)cc(OC)c1OC | 3.0% | -14.5%
CC1CC(C)CN(C(=O)CSc2nnc(-c3ccc(Cl)s3)o2)C1 (configuration not stated) | -3.1% | -2.2%
CCCCSc1nc2c(c(=O)n1CC)SC(C)C2 (configuration not stated) | 4.5% | 1.2%
CCOC(=O)C1=CN(c2ccc(OCC)cc2)C=C(C(=O)OCC)C1c1ccc(OC)cc1 | 0.6% | -0.1%
COc1ccc(COC(=O)Nc2cc3c(C(F)(F)F)nn(C)c3s2)cc1 | 0.7% | .
O=C(NC1CC1)C1CCN(Cc2cnn(-c3ccccc3)c2-n2cccc2)CC1 | 4.6% | .
CC(C)N(C(=O)c1ccccc1-c1ccccc1)C(C)C | -0.9% | .
CC(=O)c1cnc2cc(-c3ccc(Cl)cc3)nn2c1C | -0.3%&-1.7% | -0.5%
CCOC(=O)c1ccc(CSc2ncn[nH]2)o1 | 5.8% | -0.7%
N#Cc1ccccc1Cn1c(=O)n(-c2ccc(CC(=O)NCc3ccco3)cc2)c(=O)c2sccc21 | 3.5% | -2.0%
O=C(CNC(=O)c1ccco1)OCc1cccc(Cl)c1 | -0.8% | -7.6%
C=CCc1ccc(OCCCCCN2CCOCC2)c(OC)c1 | -2.1% | -5.5%
COc1ccc2c(c1)OCC/C2=N\OC(=O)c1ccccc1OC | 4.3% | -3.3%
COc1ccc(C/C(N)=N/OC(=O)c2cccs2)cc1 | 2.9% | 2.5%
CC(C)NC(=O)c1cc(-c2ccc(Br)cc2)on1 | 1.2% | 6.4%
Cc1ccc(Nc2cc(-n3nc(C)cc3C)ncn2)c(C)c1 | 2.6% | 3.7%
O=c1c2ccccc2nc2n1CC/C2=C/N1CCN(c2cccc(C(F)(F)F)c2)CC1 | -0.5% | -15.0%
Cc1cc(C)n(C(=O)c2ccc(C)c(S(=O)(=O)N3CCCCC3)c2)n1 | -3.3% | .
COc1cc2c(cc1OC)C(C)=NC(C)(C)C2 | 6.7% | -0.9%

Three successive entries already listed, quoted:
SMILES | Hsp70 displacement | Rat MKP-3 inhibitors
O=c1c2ccccc2nc2n1CC/C2=C/N1CCN(c2cccc(C(F)(F)F)c2)CC1 | -0.5% | -15.0%
Cc1cc(C)n(C(=O)c2ccc(C)c(S(=O)(=O)N3CCCCC3)c2)n1 | -3.3% | .
COc1cc2c(cc1OC)C(C)=NC(C)(C)C2 | 6.7% | -0.9%

Remaining list, next part:
SMILES | Hsp70 displacement | Rat MKP-3 inhibitors
COc1ccc(O)c(C2NN=C(Cc3ccccc3)S2)c1 (configuration not stated) | 3.8% | 1.4%
Cc1cccc(C(=O)Nc2ccc(NC(=O)COc3ccccc3C)cc2)c1 | -4.8% | 2.7%
COc1ccc(C2C(=O)N(C3CCCCC3)CC(=O)N2Cc2ccco2)cc1 (configuration not stated) | -0.7% | -6.1%
O=C(CSc1nnc(-c2ccccc2F)n1C1CCCCC1)N1CCCC1 | -2.8% | -13.7%
COc1c(O)cccc1-c1nnn(CCC(=O)OCC(=O)c2ccccc2)n1 | 4.6% | -7.9%
CCOC(=O)c1cccc(NC(=O)c2ccc(OC)cc2)c1 | -1.0% | -0.6%
COc1ccc2c(=O)c3c(=O)n(Cc4ccco4)c(-c4ccccc4)nc3oc2c1 | 3.7% | 3.2%
COC(=O)c1c(C(=O)OC)c2cc(C(=O)c3ccccc3)ccn2c1Cl | -4.4% | .
COc1ccccc1C(=O)Nc1ccc(C(=O)N2CCCC2)cc1 | 5.3% | .
CC(C)CC(=O)N1CCN(Cc2ccncc2)CC1 | 2.8% | 0.4%
CCOC(=O)N1CCN(S(=O)(=O)c2ccc3c(c2)oc(=O)n3C)CC1 | 5.3% | .
CCc1ccccc1NC(=O)C(C#N)Cc1cccnc1 (configuration not stated) | -5.7% | 0.3%
CCOC(=O)c1oc2cccc(O)c2c1CNCc1ccccc1 | -0.7% | -0.2%
Clc1ccc(-c2nc(-c3ccncc3)no2)c(Cl)c1 | -5.0% | 5.3%
O=C(COc1ccccc1)Nc1ccc(N2CCOCC2)cc1 | -5.7% | 0.5%
Cn1/c(=N/N=C/c2cccc(C(F)(F)F)c2)sc2ccccc21 | 2.0% | 0.3%
O=C(Cc1cccs1)Nc1nc2ccccc2s1 | -0.5% | 2.5%
Cc1cc([N+](=O)[O-])ccc1NCc1cccc([N+](=O)[O-])c1 | -0.2% | 0.6%
CCC(COC(=O)Nc1cccc(C)c1)NC(=O)OCC(C)C (configuration not stated) | -4.0% | 18.5%
Cc1ccc(C(=O)Nc2cnc3sc(C)nn3c2=O)cc1 | 1.0% | -18.9%
O=C(CSc1ccc2c(c1)OCCO2)Nc1ccc(Br)cc1 | -5.1% | .
CCSc1nc(-c2ccc(OC)cc2)cc(-c2ccccc2)c1C#N | -3.5% | .
CCCCn1c(=O)[nH]c(=O)c2c1nc(-c1ccc(C#N)cc1)n2C1CCCC1 | 0.9% | -4.7%
CC(=O)N1CN(CCCn2ccnc2)Cc2c1sc1c2CCCC1 | 0.3% | 5.3%
CCOC(=O)CC1NC(=O)c2ccccc21 (configuration not stated) | -2.1% | .
Cc1cc2nc(SCc3ccccc3)nc(C)c2cc1C | 0.3% | 1.5%
CC(=O)C1=C(O)C(=O)N(c2nc3ccccc3s2)C1c1ccccc1F (configuration not stated) | -2.2% | 1.7%
Cc1cc(N2CCN(C(=O)OC(C)(C)C)CC2)n2ncnc2n1 | 8.3% | -16.7%
O=C1c2ccccc2C(=O)N1CCCCN(C(=O)c1ccc(Cl)s1)c1ccc(F)cc1F | -0.8% | 3.8%
CC(=O)Nc1ccc(S(=O)(=O)NCCc2ccccc2)cc1 | -2.0% | 4.2%
Cc1ccc(NC(=O)C(=O)NCCN2CCOCC2)c(C)c1 | -5.3% | 0.9%
COC(CNS(=O)(=O)c1ccccc1)c1ccccc1 (configuration not stated) | 2.8% | 0.8%
COc1ccc(N(CC(=O)Nc2ccc(OC)cc2OC)S(=O)(=O)c2ccccc2)cc1 | 0.2% | 0.4%
Nc1nc2c(c3c1c(=O)oc1ccccc13)CCCCC2 | -0.2% | -7.6%

Reformatted with each value named: part of the list above.
> Cc1ccc(NC(=O)C(=O)NCCN2CCOCC2)c(C)c1
  Hsp70 displacement: -5.3%; Rat MKP-3 inhibitors: 0.9%
> COC(CNS(=O)(=O)c1ccccc1)c1ccccc1 (configuration not stated)
  Hsp70 displacement: 2.8%; Rat MKP-3 inhibitors: 0.8%
> COc1ccc(N(CC(=O)Nc2ccc(OC)cc2OC)S(=O)(=O)c2ccccc2)cc1
  Hsp70 displacement: 0.2%; Rat MKP-3 inhibitors: 0.4%

An excerpt (hit frequency here may not be typical).
